NCI-60 one-dose screen, 48 h, at 10 µM unless noted. Numbers give growth in % (100 = growth as untreated, 0 = no growth, -100 = all killed).
UO-31: UO-31 renal cancer | 81,000 tested, 5.2% active | AID 1794768
TK-10: TK-10 renal cancer cells; 81,000 tested, 3.9% active
ACHN: ACHN renal cancer | 81,000 tested, 4.9% active | AID 1794771
SN12C: SN12C renal cancer cells; 81,000 tested, 3.8% active
786-0: 786-0 renal cancer cells. 81,000 tested, 5.1% active
RXF 393: RXF 393 renal cancer cells | 77,000 tested, 6.9% active | AID 1794773
SK-OV-3: SK-OV-3 ovarian cancer cells. 80,000 tested, 3.2% active
IGROV1: IGROV1 ovarian cancer; 79,000 tested, 4.7% active; AID 1794786
* hit, by the source's call; & = joins results of further samples. The calls were made as follows: active = growth percent below 10; inactive = the rest.

Screening Nc1ncc(Oc2ccc(Cl)cc2Cl)c(=S)[nH]1 returned UO-31 92, TK-10 107, ACHN 103, SN12C 99, 786-0 103, RXF 393 117, SK-OV-3 108 and IGROV1 130.
`C/C(=C/C=C(/C)C(=O)O)C(=O)O` gave UO-31 88, TK-10 129, ACHN 95, SN12C 96, 786-0 103, RXF 393 114, SK-OV-3 109 and IGROV1 102.
`Cc1ccc(/C=C(\C#N)n2nc3cccc(F)c3n2)cc1` gave UO-31 72, TK-10 91, ACHN 80, SN12C 95, 786-0 84, RXF 393 90, SK-OV-3 107 and IGROV1 91.
CC1=C2CC/C(C)=C/CC[C@]3(C)O[C@H]3CC/C(C)=C/[C@H]2OC1 was read as UO-31 85, TK-10 100, ACHN 91, SN12C 95, 786-0 92, RXF 393 126, SK-OV-3 96 and IGROV1 103.
`N#Cc1c(N)cc(=O)n(-c2nc3ccccc3nc2Cl)c1O` gave UO-31 92, TK-10 120, ACHN 106, SN12C 98, 786-0 97, RXF 393 111, SK-OV-3 108 and IGROV1 116.
`CN(C)CCN1CCN(c2ncccc2C2Oc3ccccc3-n3cccc32)CC1` (centres undefined) gave UO-31 73, TK-10 91, ACHN 93, SN12C 95, 786-0 84, RXF 393 64, SK-OV-3 106 and IGROV1 99.
N#CC1=C(N)Oc2c(ccc3ccccc23)C1c1ccc(Br)cc1 (centres undefined) was read as UO-31 62, TK-10 172, ACHN 101, SN12C 97, 786-0 103, RXF 393 105, SK-OV-3 90 and IGROV1 75.
`c1ccc(N/N=C(\C(=N\Nc2ccccc2)c2ccccc2)c2ccccc2)cc1` gave UO-31 56, TK-10 97, ACHN 82, SN12C 81, 786-0 80, RXF 393 78, SK-OV-3 84 and IGROV1 66.
Screening O=C(c1ccccc1)c1ccc(N2CCOCC2)cc1 returned UO-31 88, TK-10 104, ACHN 104, SN12C 101, 786-0 88, RXF 393 116, SK-OV-3 107 and IGROV1 117.
`c1ccc(Cn2cc3c(c2-c2ccccc2)CCc2cnoc2-3)cc1` gave UO-31 80, TK-10 101, ACHN 101, SN12C 101, 786-0 80, RXF 393 81, SK-OV-3 88 and IGROV1 77.
CC(=O)Nc1ccc(C)c(Nc2cc(-c3ccc(-n4cccn4)cc3)[nH]n2)c1 was read as UO-31 61, TK-10 90, ACHN 66, SN12C 61, 786-0 75, RXF 393 53, SK-OV-3 59 and IGROV1 48.
For COC(=O)CCC(C)C1CCC2C3C(OC(C)=O)CC4CC(O)CCC4(C)C3CC(O)C12C (centres undefined) the results were UO-31 89, TK-10 126, ACHN 117, SN12C 102, 786-0 105, RXF 393 114 and IGROV1 102.
Cn1c(=O)c2c(nc(Cl)n2CCl)n(C)c1=O was read as UO-31 93, TK-10 96, ACHN 104, SN12C 106, 786-0 90, RXF 393 53, SK-OV-3 115 and IGROV1 54.
Screening S=C(c1ccccc1)N1CCOCC1 returned UO-31 78, TK-10 122, ACHN 108, SN12C 105, 786-0 107, RXF 393 107, SK-OV-3 108 and IGROV1 113.
Screening CCN(CC)CCCC(C)Nc1c(C)cnc2c(OC)cccc12 (centres undefined) returned UO-31 96, TK-10 113, ACHN 110, SN12C 96, 786-0 110, RXF 393 105, SK-OV-3 105 and IGROV1 98.
CCOC(=O)c1cccnc1Nc1ccc(N=C2C(=O)Nc3ccccc32)cc1 was read as UO-31 78, TK-10 144, ACHN 103, SN12C 97, 786-0 108, RXF 393 114, SK-OV-3 89 and IGROV1 103.
`O=C1c2c(nc3ccccn23)N=C(c2ccccc2)N2CCC[C@@H]12` gave UO-31 89, TK-10 124, ACHN 98, SN12C 100, 786-0 98, RXF 393 98, SK-OV-3 103 and IGROV1 114.
CN(C)/N=C/c1nccc2ccccc12 was read as UO-31 78, TK-10 115, ACHN 99, SN12C 100, 786-0 100, RXF 393 102, SK-OV-3 108 and IGROV1 106.
For Cc1ccccc1NCCC#N the results were UO-31 91, TK-10 118, ACHN 112, SN12C 104, 786-0 110, RXF 393 110, SK-OV-3 106 and IGROV1 119.
NC(=O)CNc1cccc(Br)c1 was read as UO-31 88, TK-10 98, ACHN 106, SN12C 103, 786-0 92, RXF 393 118, SK-OV-3 103 and IGROV1 96.
`O=C(Nc1cccc(Cl)c1)C1=NCCCCN1` gave UO-31 79, TK-10 111, ACHN 104, SN12C 93, 786-0 103, RXF 393 100, SK-OV-3 109 and IGROV1 103.
COc1cc([C@@H]2c3cc4c(cc3[C@H](SC(=N)N)[C@H]3COC(=O)[C@H]23)OCO4)cc(OC)c1OC was read as UO-31 29, TK-10 72, ACHN 26, SN12C 27, 786-0 10, RXF 393 27, SK-OV-3 -4.1* and IGROV1 -0.4*.
CCOC(=O)CC1CSC(N/N=C/c2ccc(OC)cc2)=N1 (centres undefined) was read as UO-31 79, TK-10 98, ACHN 99, SN12C 103, 786-0 105, RXF 393 114, SK-OV-3 89 and IGROV1 92.
NCCCNCCSP(=O)(O)O was read as UO-31 82&77&106, TK-10 99&105&107, ACHN 95&105, SN12C 92&93&112, 786-0 105&107&97, RXF 393 105&112, SK-OV-3 100&112&125 and IGROV1 82&105&105.
For CCN(CC)Cc1ncccc1O the results were UO-31 85, TK-10 107, ACHN 102, SN12C 105, 786-0 95, RXF 393 116, SK-OV-3 103 and IGROV1 106.
CCC(=O)Oc1cc(Cl)c(Cl)cc1Cl was read as UO-31 95, TK-10 98, ACHN 101, SN12C 98, 786-0 98, RXF 393 113, SK-OV-3 107 and IGROV1 108.
`c1ccc(-c2nn(-c3ccccc3)c3c2-c2ccccc2CS3)cc1` gave UO-31 80, TK-10 146, ACHN 98, SN12C 104, 786-0 105, RXF 393 122, SK-OV-3 93 and IGROV1 75.
`Cc1nnc(/N=C2\NC(=O)/C(=C/c3ccc(Cl)cc3Cl)S2)s1` gave UO-31 75, TK-10 93, ACHN 95, SN12C 99, 786-0 100, RXF 393 115, SK-OV-3 93 and IGROV1 90.
For O=C(NCc1cn(Cc2cccc(Oc3ccccc3)c2)nn1)c1cccnc1Nc1ccc(F)cc1 the results were UO-31 59, TK-10 84, ACHN 72, SN12C 44, 786-0 70, RXF 393 66, SK-OV-3 52 and IGROV1 79.
O=C(CSc1nc2ccccc2c(=O)n1CCc1ccccn1)NNS(=O)(=O)c1ccc(Cl)cc1 was read as UO-31 66, TK-10 100, ACHN 92, SN12C 94, 786-0 93, RXF 393 86, SK-OV-3 109 and IGROV1 101.
Screening CSc1nc(N)n(/N=C(\C)c2cccc(N)c2)c(=O)c1C#N returned UO-31 85, TK-10 109, ACHN 107, SN12C 100, 786-0 102, RXF 393 111, SK-OV-3 127 and IGROV1 98.
Screening CCOC(=O)Nc1cccc(C(F)(F)F)c1 returned UO-31 85, TK-10 118, ACHN 111, SN12C 98, 786-0 104, RXF 393 132, SK-OV-3 117 and IGROV1 105.
`CN(C)c1ccc(/C=C\c2ccnc3ccccc23)cc1` gave UO-31 35, TK-10 56, ACHN 71, SN12C 76, 786-0 65 and SK-OV-3 55.
Cc1cc2c(C(C)C)c(O)c(O)c(C=Nc3ccccc3[N+](=O)[O-])c2c(O)c1-c1c(C)cc2c(C(C)C)c(O)c(O)c(C=Nc3ccccc3[N+](=O)[O-])c2c1O was read as UO-31 84, TK-10 84, ACHN 83, SN12C 85, 786-0 96, RXF 393 83, SK-OV-3 97 and IGROV1 81.
`Oc1ccccc1-c1nnc(Cn2c(Cc3cccc4ccccc34)nc3ccccc32)o1` gave UO-31 63, TK-10 99, ACHN 94, SN12C 95, 786-0 103, RXF 393 108, SK-OV-3 99 and IGROV1 111.
For CSc1c(C#N)c(N)nc2c3c(=N)n4c(nc3nn12)sc1cc(Cl)c(Cl)cc14 the results were UO-31 99, TK-10 150, ACHN 123, SN12C 97, 786-0 113 and SK-OV-3 109.

Some of these compounds in order of molar mass, rising.
For Cc1ccccc1NCCC#N the results were UO-31 91, TK-10 118, ACHN 112, SN12C 104, 786-0 110, RXF 393 110, SK-OV-3 106 and IGROV1 119.
`Oc1ccccc1-c1nnc(Cn2c(Cc3cccc4ccccc34)nc3ccccc32)o1` gave UO-31 63, TK-10 99, ACHN 94, SN12C 95, 786-0 103, RXF 393 108, SK-OV-3 99 and IGROV1 111.
For O=C(NCc1cn(Cc2cccc(Oc3ccccc3)c2)nn1)c1cccnc1Nc1ccc(F)cc1 the results were UO-31 59, TK-10 84, ACHN 72, SN12C 44, 786-0 70, RXF 393 66, SK-OV-3 52 and IGROV1 79.
O=C(CSc1nc2ccccc2c(=O)n1CCc1ccccn1)NNS(=O)(=O)c1ccc(Cl)cc1 was read as UO-31 66, TK-10 100, ACHN 92, SN12C 94, 786-0 93, RXF 393 86, SK-OV-3 109 and IGROV1 101.

(further entries)
For CCCCCCC1OCCN1CC (centres undefined) the results were UO-31 101, TK-10 132, ACHN 99, SN12C 102, 786-0 104, RXF 393 105, SK-OV-3 112 and IGROV1 103.
Screening O=c1cc(NC2CCN(CCCc3ccccc3)CC2)c2cc(Cl)ccc2o1 returned UO-31 -10*, TK-10 -14*, ACHN 10, SN12C 6.1*, 786-0 18, RXF 393 -25*, SK-OV-3 4.3* and IGROV1 -4.1*.
O=C(CSc1nc2c(n1Nc1ccccc1)-c1ccccc1SC2)Nc1nccs1 was read as UO-31 63, TK-10 120, ACHN 95, SN12C 95, 786-0 97, RXF 393 102, SK-OV-3 109 and IGROV1 91.
COc1ccc(/C=C2\CCCC3=C2N=C2SC=NN2C3c2ccc(OC)cc2)cc1 (centres undefined) was read as UO-31 94, TK-10 102, ACHN 103, SN12C 95, 786-0 109, RXF 393 110, SK-OV-3 101 and IGROV1 120.
For COC(=O)C(Cc1cccc(-c2ccco2)c1)NC(=O)OCc1ccccc1 (centres undefined) the results were UO-31 86, TK-10 96, ACHN 106, SN12C 100, 786-0 101, RXF 393 102, SK-OV-3 105 and IGROV1 102.
For [O-]/[N+](=C\C=C\c1ccccc1)c1ccccc1 the results were UO-31 97, TK-10 144, ACHN 108, SN12C 106, 786-0 101, RXF 393 405, SK-OV-3 110 and IGROV1 113.
`COc1ccccc1O` gave UO-31 87, TK-10 110, ACHN 101, SN12C 100, 786-0 102, RXF 393 113, SK-OV-3 114 and IGROV1 109.
For c1cnc(Nc2nc3c(s2)CCCc2cc[nH]c2-3)nc1 the results were UO-31 68, TK-10 203, ACHN 97, SN12C 94, 786-0 103, RXF 393 96, SK-OV-3 81 and IGROV1 97.
For CCCCOC(=O)c1ccc(C)cc1 the results were UO-31 103, TK-10 99, ACHN 116, SN12C 109, 786-0 103, RXF 393 116 and SK-OV-3 115.
Screening CCOC(=O)C(C(C)=O)C(CC(C)=O)c1ccc(OC)cc1 (centres undefined) returned UO-31 82, TK-10 88, ACHN 104, SN12C 51, 786-0 95, RXF 393 104, SK-OV-3 100 and IGROV1 101.
`CNC1=C([N+](=O)[O-])C(c2cccc(Cl)c2Cl)C(C#N)=C(c2ccc[nH]2)O1` (centres undefined) gave UO-31 88, TK-10 119, ACHN 102, SN12C 97, 786-0 102, RXF 393 100, SK-OV-3 101 and IGROV1 94.
`O=C(O)c1ccc(NC(=O)C(Cl)Cl)cc1O` gave UO-31 93, ACHN 104, SN12C 98, 786-0 96, RXF 393 116, SK-OV-3 124 and IGROV1 106.

Three consecutive entries already listed, quoted:
For COC(=O)C(Cc1cccc(-c2ccco2)c1)NC(=O)OCc1ccccc1 (centres undefined) the results were UO-31 86, TK-10 96, ACHN 106, SN12C 100, 786-0 101, RXF 393 102, SK-OV-3 105 and IGROV1 102.
For [O-]/[N+](=C\C=C\c1ccccc1)c1ccccc1 the results were UO-31 97, TK-10 144, ACHN 108, SN12C 106, 786-0 101, RXF 393 405, SK-OV-3 110 and IGROV1 113.
`COc1ccccc1O` gave UO-31 87, TK-10 110, ACHN 101, SN12C 100, 786-0 102, RXF 393 113, SK-OV-3 114 and IGROV1 109.

Continuation.
O=c1oc2ccccc2nc1/C=C(\O)c1ccncc1 was read as UO-31 89, TK-10 134, ACHN 94, SN12C 94, 786-0 112, RXF 393 111 and SK-OV-3 103.
`O=C(Nc1ccccc1)C1CN(Cc2ccc(C(F)(F)F)cc2)CCS1` (centres undefined) gave UO-31 86, TK-10 94, ACHN 103, SN12C 100, 786-0 97, RXF 393 100, SK-OV-3 102 and IGROV1 99.
`CCCOC(=O)N1CCCC1` gave TK-10 113, ACHN 109, SN12C 104, 786-0 106, RXF 393 185, SK-OV-3 114 and IGROV1 107.
COCC1(c2nc3cc(F)ccc3c(-c3ccccc3)c2-c2nn[nH]n2)CCCC1 was read as UO-31 81, TK-10 106, ACHN 100, SN12C 102, 786-0 103, RXF 393 109, SK-OV-3 108 and IGROV1 99.
For COc1ccc2c(c1)Oc1nc(N)c(C#N)c(N)c1C2Sc1ccc(O)cc1 (centres undefined) the results were UO-31 68, TK-10 98, ACHN 94, SN12C 89, 786-0 106, RXF 393 91, SK-OV-3 104 and IGROV1 62.
For Cn1c(N2CCOCC2)nc(-c2ccc([N+](=O)[O-])cc2)c(C#N)c1=O the results were UO-31 69, TK-10 125, ACHN 89, SN12C 95, 786-0 101, RXF 393 52, SK-OV-3 202 and IGROV1 60.
Screening CC(C)NC(=O)OCc1cn2c(c1COC(=O)NC(C)C)CCC2 returned TK-10 110, ACHN 99, SN12C 94, 786-0 103, RXF 393 102, SK-OV-3 102 and IGROV1 102.
Screening CC(=O)n1cc(/C=C2\N=C(c3ccc(Cl)cc3)N(c3ccc(S(=O)(=O)Nc4nccs4)cc3)C2=O)c2ccccc21 returned UO-31 70, TK-10 117, SN12C 74, 786-0 89, RXF 393 87, SK-OV-3 110 and IGROV1 91.
`CC(=NC(C)CC(C)C)c1ccc(C)cc1` (centres undefined) gave UO-31 79, TK-10 99, SN12C 98, 786-0 99, RXF 393 99, SK-OV-3 101 and IGROV1 99.
